# GalR3 antagonist = blocks the human galanin receptor 3; HEK293 GalR3-CNG cAMP membrane potential fluorescence; galR3 body fused to GalR1 C-terminus; inhibition, % at 3 µM; hit rate 0.44% among 360,000; AID 651719;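 active = inhibition above the screen-wide average plus 3 SD, cut at about 13% in these data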;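 note: forskolin and galanin both at EC90 stimulate the cells; cAMP rise reported by CNG channel membrane potential dye signal; 0% = forskolin plus galanin with DMSO and 100% = forskolin alone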
# Target sequence (O60755 1-299 limits assumed): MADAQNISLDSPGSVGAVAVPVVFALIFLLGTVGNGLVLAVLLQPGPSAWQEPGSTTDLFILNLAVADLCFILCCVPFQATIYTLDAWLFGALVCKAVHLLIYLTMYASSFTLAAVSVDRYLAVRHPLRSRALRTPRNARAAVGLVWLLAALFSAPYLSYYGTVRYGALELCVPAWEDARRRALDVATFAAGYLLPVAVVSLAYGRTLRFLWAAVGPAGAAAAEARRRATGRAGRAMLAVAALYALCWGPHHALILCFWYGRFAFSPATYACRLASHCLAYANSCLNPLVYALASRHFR
# CRFBP-R2 block = antagonists of CRF-binding protein/CRF-R2 receptor complex; HEK293 CRF-R2/CRF-BP, CRF-induced calcium fluorescence; inhibition, % at 11.8 µM; hit rate 0.59% among 350,000; AID 588475;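 active = inhibition of the ligand-induced calcium signal above about 50% at the single tested concentration, limit read from the data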
# Numbers without * were called inactive. This is a subset; rates above refer to the full screens.
SMILES,GalR3 antagonist,CRFBP-R2 block
O=C(C[C@@H]1C[C@H]2c3cc(NC(=O)c4cccnc4)ccc3O[C@H]2[C@H](CO)O1)NCc1ccc(Oc2ccccc2)cc1,-5.6,-3.1
CSc1ncnc2c1ncn2CCCNCCCN1CCCC1=O,-1.2,-12.4
COCOCCn1cc(CN2CCS(=O)(=O)N(Cc3ccc(-c4ccc(C)cc4)cc3)C(C(C)C)C2=O)nn1 (configuration not stated),-7.3,1.1
O=C(/C=C/c1cccc([N+](=O)[O-])c1)OCC(=O)N1CCCCC1,-5.0,13.6
C[C@@H]1CN([C@@H](C)CO)C(=O)c2cc(Br)cnc2O[C@H]1CN(C)C(=O)c1ccc2c(c1)OCO2,-2.6,26.0
O=C1[C@H]2[C@@H](c3ccc(C(F)(F)F)cc3)N[C@]3(CCCN(Cc4ccccc4)C3=O)[C@H]2C(=O)N1Cc1ccccc1,-1.1,2.6
O=C(N/C=C/n1cnc2cc(C(F)(F)F)ccc21)c1ccc(F)cc1,-6.7,4.4
Cc1noc(C)c1C(=O)OCC(=O)Nc1cccc(F)c1,-3.7,-12.6
C[C@H]1CNC(=O)c2c(C(=O)Nc3ccc(CNC(=O)OC(C)(C)C)cc3)ncn21,-3.8,-2.6
CN1CCn2cnc(C(=O)Nc3ccc(CNC(=O)OC(C)(C)C)cc3)c2C1=O,4.3,-2.0
O=C(COC(=O)C1CCC1)Nc1cc(S(=O)(=O)N2CCOCC2)ccc1Cl,-3.2,4.7
Cc1cc(C)cc(C(=O)NCC(=O)OCC(=O)N2CCCC2)c1,-5.0,7.1
O=C(c1ccc(CS(=O)c2ccc(Br)cc2)o1)N1CCN(C2CCCCC2)CC1 (configuration not stated),-0.5,6.0
O=C(Nc1cccc(C(=O)O)c1)/C(=C\c1cccc([N+](=O)[O-])c1)NC(=O)c1ccc(Br)cc1,-8.5,7.1
CCN(CC(=O)Nc1c(F)cccc1F)C(=O)c1ccc(OC)c(S(=O)(=O)NC2CCCC2)c1,-5.8,-8.3
CN1C(=O)CCS(=O)(=O)C1c1ccc(Cl)c(Cl)c1 (configuration not stated),-4.1,14.1
Cc1nc(C(=O)N2CCCC(N3CCN(c4ccc(F)cc4)CC3)C2)cs1 (configuration not stated),2.3,0.3
O=C(CCn1cccn1)N1CCCC(Nc2ccc(F)c(F)c2)C1 (configuration not stated),-4.8,-21.5
CCN1CCN(c2nc3c(c(=O)[nH]c(=O)n3C)n2Cc2cccc(C)c2)CC1,-7.2,3.0
Cc1nc2ccc(Cl)cn2c1[N+](=O)[O-],-2.3,-1.4
COc1ccc(C#Cc2cnc3c(c2)C(=O)N([C@H](C)CO)C[C@H](C)[C@@H](CN(C)C(=O)Nc2cccc(OC)c2)O3)cc1,-6.2,14.1
COc1ccc(-c2ccc(CN3C(CC(C)C)C(=O)N(Cc4cn(Cc5ccco5)nn4)CCS3(=O)=O)cc2)cc1OC (configuration not stated),-4.7,7.8
Cc1ccc(CN2CCC[C@]3(N[C@H](c4ccc(C(F)(F)F)cc4)[C@@H]4C(=O)N(C)C(=O)[C@@H]43)C2=O)cc1,-6.2,12.3
COc1cccc(C(=O)N2CCN(Cc3nc(-c4ccoc4)oc3C)CC2)c1,-3.8,16.7

# Complete entries as entered above. Order of values: GalR3 antagonist	CRFBP-R2 block
# Profile of `COc1cccc(C(=O)N2CCN(Cc3nc(-c4ccoc4)oc3C)CC2)c1` : -3.8	16.7
# Profile of `O=C(CCn1cccn1)N1CCCC(Nc2ccc(F)c(F)c2)C1` (configuration not stated) : -4.8	-21.5
# Profile of `CCN(CC(=O)Nc1c(F)cccc1F)C(=O)c1ccc(OC)c(S(=O)(=O)NC2CCCC2)c1` : -5.8	-8.3
# Profile of `Cc1nc(C(=O)N2CCCC(N3CCN(c4ccc(F)cc4)CC3)C2)cs1` (configuration not stated) : 2.3	0.3

# The list continues.
SMILES,GalR3 antagonist,CRFBP-R2 block
CCc1cc(-c2nnn(CCC3COCCO3)c2CC)ccc1-c1cn(CCc2c[nH]c3ccccc23)nn1 (configuration not stated),-2.9,19.1
COc1cc(NCCCCC(C)N)c2nccc(C)c2c1 (configuration not stated),-2.3,-1.2
COc1ccc(S(=O)(=O)N(C)C[C@H]2OCCCC[C@H](C)Oc3ccc(N(C)C)cc3C(=O)N([C@H](C)CO)C[C@@H]2C)cc1,0.9,-13.6
[O-][n+]1ccc(CC(O)(C(F)(F)F)C(F)(F)F)cc1,-0.2,3.4
COc1cc2c3c(cccc3c1)C(=O)N(CCN1CCCC1)C2=O,1.0,8.9
Cc1cccc(OCC(=O)N2CCc3ccccc3C2)c1C,-3.0,10.5
O=C(C1CC(=O)N(c2ccc(F)c(Cl)c2)C1)N1CCOCC1 (configuration not stated),-8.4,8.2
O=C(O)C(Cc1ccccc1)N1C(=O)C2C3CCC(C3)C2C1=O (configuration not stated),-0.3,-28.8
O=S1(=O)CCN(C2CC2)CC1,-5.0,36.2
O=C(CC(CC(=O)c1ccccc1)c1ccco1)c1ccccc1,-2.6,6.2
COc1ccc(S(=O)(=O)N2CCC(C(=O)N[C@@H](C)C(=O)NCc3ccccn3)CC2)cc1,-5.2,2.8
CCC1=C(NCc2ccccc2)COC1=O,-2.5,-10.5
CC1C2CCC(C2)C1OC(=O)c1ccccc1C(=O)O (configuration not stated),-0.5,15.8
N#Cc1ncn(C2OC(CO)C(O)C2O)c1N (configuration not stated),-3.4,4.8
COc1ccc(CC(=O)O/N=C(\N)c2ccncc2)cc1OC,-7.2,3.5
COc1cc(/C=N/Nc2nc(C)cc(C)n2)ccc1O,-5.5,-8.2
Cc1ccc([C@@H]2C[C@H]3[C@@H](CN2S(=O)(=O)c2ccc(Cl)cc2)C(=O)C[C@@H](c2ccc(C)cc2)N3S(=O)(=O)c2ccc(Cl)cc2)cc1,-3.9,-8.6
CCOc1ccc(C(=O)CCC(=O)NN2CCCCC2)cc1,-5.0,-17.6
CCOc1ccc(Oc2ccccc2NC(=O)CCc2nc3ccccc3c(=O)[nH]2)cc1,-6.3,11.7
O=C(C1CCCCC1)N1C[C@@H](n2cc(-c3ccc(F)cc3)nn2)[C@H](O)C[C@@H]1c1ccccc1,-7.0,5.8
O=C(CN1C(=O)c2cccc([N+](=O)[O-])c2C1=O)N1CCc2ccccc2C1,-7.8,-8.2
NS(=O)(=O)c1ccc(CNC(=O)c2cc(S(=O)(=O)N3CCOCC3)ccc2N2CCCC2)cc1,-5.8,9.3
COc1ccc(-n2c(-c3ccc(C(C)(C)C)cc3)n[nH]c2=S)c(OC)c1,-2.8,28.6
COc1ccc(S(=O)(=O)N(C)C[C@@H]2OCCCC[C@H](C)Oc3ccc(NC(=O)Nc4ccc(C(F)(F)F)cc4)cc3C(=O)N([C@H](C)CO)C[C@H]2C)cc1,-6.6,13.9
C[C@H]1CN([C@@H](C)CO)C(=O)CCCn2cc(nn2)CO[C@@H]1CN(C)S(=O)(=O)c1cccc(F)c1,-4.0,29.7
CCOC(=O)Nc1ccc2c(c1)N(C(=O)CN(C)C)c1ccccc1S2,-6.5,-15.4
O=c1c2ccccc2sn1-c1cccc(Cl)c1,-5.1,21.2
O=C1NC(=O)C(c2ccccc2)(c2ccccc2)N1S(=O)(=O)c1ccccc1,-0.5,-9.9
CCCCCCn1c(=O)n2n(c1=O)[C@@H]1CN(S(=O)(=O)c3ccc(C)cc3)C[C@]1(O)[C@@H](OC(=O)NC1CCCC1)C2,-1.9,-2.5
COc1cc(/C=C/C(=O)OCC(=O)N2CCCCCC2)cc(OC)c1OC,-2.3,-0.1
O=C(CN1C(=O)CSc2ccc(S(=O)(=O)N3CCOCC3)cc21)NCCc1ccccc1,-2.7,-6.7
COc1ccc(NC(=O)COC(=O)CN2C(=O)C3CCCCC3C2=O)cc1 (configuration not stated),-4.6,7.7
CCCC(CNC(C)=O)(C1=CCCCC1)c1ccccc1 (configuration not stated),-5.2,-2.6
CC(C)Oc1ccc(S(=O)(=O)N2CCCCC2)cc1NC(=O)C1=NN(c2ccccc2)C(=O)CC1,-5.2,5.0
CCCC1NC(=O)c2cccnc2-n2c1nc1cc(F)c(F)cc1c2=O (configuration not stated),-5.2,5.9
COc1ccc(C(=O)N(C)CCOc2ccc(Cl)cc2)cc1S(=O)(=O)N1CCCC1,-6.9,-11.3
Cc1cc(C)c(OCC(=O)OCC(=O)NCc2ccco2)c(C)c1,-3.7,-3.7
Cc1csc(SCC(=O)Nc2ccc(CC#N)cc2)n1,-3.9,0.1
COc1ccc(-n2c(=O)c(CCC(=O)N3CCN(c4cccc(OC)c4)CC3)nc3ccccc32)cc1,-3.9,13.0
Cc1csc(SCC(=O)Nc2ccc(C)c(S(=O)(=O)N(C)C)c2)n1,-5.8,-21.2
C[C@H](CO)N1C[C@H](C)[C@@H](CN(C)Cc2ccc3c(c2)OCCO3)OCc2cnnn2CCCC1=O,-0.6,-3.6
CN(C)CCCN(C(=O)c1ccc(S(=O)(=O)N2CCCCCC2)cc1)c1nc2cc3c(cc2s1)OCO3,-7.7,5.8
Nc1nc(N)c2cc(S(=O)(=O)c3ccc4ccccc4c3)ccc2n1,-4.9,-15.9
O=C(NN=Cc1ccc2c(c1)CCC2)c1ccccc1O,-3.8,40.2
Cc1cc(SCC(=O)N2c3ccccc3NC(=O)CC2C)nc2ccccc12 (configuration not stated),-7.8,-5.6
O=C1NC(Cc2ccc(O)cc2)c2nc3cc(Cl)ccc3c(=O)n2-c2cc3ccccc3cc21 (configuration not stated),-7.3,-2.0
COc1ccc(S(=O)(=O)NCc2ccccn2)cc1C,-8.0,3.7
CN1CCn2cnc(C(=O)NCCCCCNC(=O)OC(C)(C)C)c2C1=O,-2.5,-8.1
COc1ccc(C#Cc2cnc3c(c2)C(=O)N([C@H](C)CO)C[C@@H](C)[C@H](CN(C)C(=O)CN(C)C)O3)cc1,-6.1,-3.2
C[C@@H]1CN([C@@H](C)CO)C(=O)CCCn2nncc2CO[C@H]1CN(C)Cc1ccc(Oc2ccccc2)cc1,-5.6,-5.1
CCN(CC)S(=O)(=O)c1ccc(OC)c(NC(=O)c2cc([N+](=O)[O-])ccc2N2CCOCC2)c1,-3.6,-7.7
CCc1c(N=O)c(-c2ccccc2)n(O)[n+]1[O-],-0.6,11.1
ON=C(CCc1ccccc1)c1ccccc1,-7.3,21.7
C[C@@H]1CNC(=O)c2c(C(=O)NCC(=O)OC(C)(C)C)ncn21,-5.0,16.4
O=S1(=O)CC(N2CCCCC2)C1CN1CCCCC1 (configuration not stated),-2.4,-28.8
CC(=O)c1ccc(N2CCN(C(=O)CNC(=O)c3ccc(Br)o3)CC2)cc1,-5.6,12.0
Cc1ccccc1/C(=N\S(=O)(=O)c1ccc(Br)cc1)Nc1ccccc1,-7.0,-26.6
CCc1noc(C)c1C(=O)OCC(=O)c1ccc(NC(=O)CC(C)C)cc1,1.6,-2.0
CCC1NC(=O)c2cccnc2-n2c1nc1cc(C)cc(C)c1c2=O (configuration not stated),-8.5,-3.6
O=C1CCN(C(=O)c2ccccc2)c2ccccc21,-0.4,-11.3

# Going on with the list:
SMILES,GalR3 antagonist,CRFBP-R2 block
CNC(=O)C[C@H]1C(=O)N(C2CCCCC2)C[C@@H]1C,-6.1,5.9
Cc1c(-c2ccccc2)n(O)c(-c2ccc(N(C)C)cc2)[n+]1[O-],-5.9,-13.5
C[C@@H]1CN([C@@H](C)CO)C(=O)CCCn2nncc2CO[C@@H]1CN(C)S(=O)(=O)c1ccccc1,-5.0,18.7
O=C(O)c1ccc(Cl)cc1NC(=O)C1CCN(S(=O)(=O)c2cccs2)CC1,-6.6,16.8
O=C(NC(Cc1ccccc1)C(=O)N1CCN(c2ccc(F)cc2)CC1)c1ccccc1 (configuration not stated),-5.5,-4.3
O=C(CSc1nc(=O)n(CCN2CCOCC2)c2c1CCCC2)Nc1ccccc1Cl,-5.8,1.2
COc1ccc(CNC(=O)c2ccccc2NC(=O)C2=C(C)OCCS2)cc1,-0.9,-3.8
Cc1noc(C)c1NC(=O)Nc1ccc2c(c1)C(=O)N([C@H](C)CO)C[C@@H](C)[C@@H](CN(C)S(=O)(=O)c1cn(C)cn1)OCCCC[C@H](C)O2,-2.9,-9.3
Cc1ccc(NC(=O)CSc2nc3cc(C(=O)NCC4CCCO4)ccc3c(=O)n2CC2CCCO2)cc1 (configuration not stated),2.9,12.3
Cn1c(=O)c2c(ncn2CC(=O)OCC(=O)NCc2ccc(F)cc2)n(C)c1=O,1.4,10.1
Cc1ccc(N(CC(=O)NC(C)(C)C)C(=O)CCC(=O)Nc2ccccn2)cc1,-6.5,3.8
Cc1ccc(/C(O)=C2\C(=O)C(=O)N(C)C2c2ccccc2)cc1 (configuration not stated),-2.9,8.3

# Given as labelled records: part of the list above.
> COc1cc2c3c(cccc3c1)C(=O)N(CCN1CCCC1)C2=O
  GalR3 antagonist: 1.0
  CRFBP-R2 block: 8.9
> Cc1cccc(OCC(=O)N2CCc3ccccc3C2)c1C
  GalR3 antagonist: -3.0
  CRFBP-R2 block: 10.5

# Following part.
SMILES,GalR3 antagonist,CRFBP-R2 block
Cc1cc2c(c(C#N)c1C)NC=NC2C (configuration not stated),-3.5,27.1
O=C(NCC(F)(F)F)c1ccc(S(=O)(=O)NCCc2ccc3c(c2)OCCO3)cc1,-2.4,2.2
CCCCCC(=O)N1C[C@@H](n2cc(COC(=O)c3ccccc3)nn2)[C@H](O)C[C@@H]1c1ccccc1,-6.6,9.4
C#CCN(C[C@H]1[C@H](OC(=O)Nc2cccs2)[C@H](OC(=O)Nc2cccs2)C[C@H]2C(=O)N(c3ccccc3)C(=O)[C@@H]12)S(=O)(=O)c1ccc(C)cc1,-6.1,-11.7
Cc1ccc(-c2ccc(CN3C(CC(C)C)C(=O)N(Cc4cn(Cc5ccco5)nn4)CCS3(=O)=O)cc2)cc1 (configuration not stated),-4.0,0.2
COc1cccc(S(=O)(=O)N(C)C[C@@H]2Oc3ncc(C#CCN(C)C)cc3C(=O)N([C@H](C)CO)C[C@H]2C)c1,3.8,0.5
O=C(COC(=O)C1COc2ccccc2O1)c1ccc(F)cc1 (configuration not stated),-4.5,-0.6
C[C@H]1Cn2cnc(C(=O)NCC(=O)OC(C)(C)C)c2C(=O)N1,-5.1,10.9
